STAT1 activator: STAT1 signaling activation. NIH 3T3 STAT1-luciferase reporter, IFN-gamma, luminescence; 100% = IFN-gamma alone, no compound. activation (% of control), % at 5.5 µM. hit rate 2.6% among 200,000;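 active = activation above the screen-wide mean activation plus 3 SD, cut at about 130% in these data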;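 note: raw ratio to IFN-gamma control signal so 100% means no change and 0% no light; values of inactives mirror those of a sister screen read the other way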
APP transl inh: APP translation inhibition. SH-SY5Y APP 5'UTR-luciferase reporter, luminescence. hit rate 0.82% among 190,000. inhibition, % at 2 µM;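 active = inhibition above a set limit, derived from the sample mean plus 3 SD, cut at about 45% in these data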; note: values of inactives mirror those of a sister screen read the other way
FLuc stim CS: affects firefly luciferase, flagging false hits in luciferase stimulation screens | AID 1027 | ATPlite luciferase biochemical, luminescence, 10 min; 0 = ATP-free wells, 1 = DMSO control | activation factor at 10 µM | 200,000 tested, under 10 active;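 active = luciferase activation factor, scaled between plate controls, of at least 2 with compound at 10 µM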
Target sequence (P08659 whole entry, looked up): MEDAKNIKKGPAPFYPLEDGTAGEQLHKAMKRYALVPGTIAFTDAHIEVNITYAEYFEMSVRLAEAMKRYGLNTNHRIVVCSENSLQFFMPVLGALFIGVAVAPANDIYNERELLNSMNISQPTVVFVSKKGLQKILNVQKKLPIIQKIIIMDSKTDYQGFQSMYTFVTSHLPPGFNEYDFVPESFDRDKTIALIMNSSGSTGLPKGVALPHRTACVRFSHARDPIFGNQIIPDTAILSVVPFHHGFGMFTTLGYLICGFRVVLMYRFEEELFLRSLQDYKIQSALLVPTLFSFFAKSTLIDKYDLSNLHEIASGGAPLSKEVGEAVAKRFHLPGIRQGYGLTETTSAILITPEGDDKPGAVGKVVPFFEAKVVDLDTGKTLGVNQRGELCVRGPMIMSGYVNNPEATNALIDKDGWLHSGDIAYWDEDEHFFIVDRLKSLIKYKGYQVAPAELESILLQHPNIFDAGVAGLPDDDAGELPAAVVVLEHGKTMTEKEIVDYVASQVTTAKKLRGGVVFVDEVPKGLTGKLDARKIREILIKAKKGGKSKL
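System: luciferase plus luciferin reagent, cell-free; medium: PBS as buffer for the ATP substrate; dosing: test compounds dosed from 2 mM stocks in 100% DMSO; timing: 10 min post-reagent at room temperature; measured by: luminescence measurement of luciferase light output; evaluation: luciferase activation, seen as luminescence increase over controls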
HMGR II inh: E. faecalis class II HMG-CoA reductase inhibition; purified E. faecalis HMGR, NADPH absorbance 340 nm kinetic; inhibition, % at 10 µM; hit rate 0.41% among 190,000;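 active = inhibition above a set limit, the median over all tested compounds plus 3 SD, cut at about 9.5% in these data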;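 note: enzyme runs in reverse so mevalonate oxidation gives rising NADPH absorbance; 0% = complete reaction with DMSO and 100% = background rate lacking mevalonate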
G6PDH counter: inhibits Leuconostoc G6PDH, flagging false hits in G6PDH-based assays | Purified L. mesenteroides G6PDH, diaphorase/resazurin coupled fluorescence, 45 min | inhibition, % at 5 µM | hit rate 0.12% among 200,000 | AID 1020; in the data active = inhibition above about 50%
FLuc inh counter: counter-screen for luciferase assay inhibitors: firefly luciferase inhibition; inhibition, % at 10 µM; P08659; hit rate 1.5% among 200,000; ATPLite firefly luciferase biochemical luminescence, 10 min;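 active = inhibition above about 50% when tested at 10 µM, limit read from the data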
NF-kB expr up: NF-kB expression increase, human neuronal cells; hit rate 1.6% among 190,000; fold change at 12.5 µM; NF-kB reporter expression; active compounds read high; in the data active = fold change above about 3.3
Hsp70 activator: Hsp70 transcriptional activation, primary screen; activation, % at 10 µM; hit rate 0.04% among 200,000; AID 1203; HeLa Hsp70 promoter luciferase reporter, luminescence; scaled: vehicle 0, proteasome-inhibitor control 100%;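 active = activation above the mean across all tested compounds plus 3 SD, cutoff set per campaign, cut at about 5.5% in these data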;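 note: 100% = MG132 at 30 µM as the positive control and 0% = DMSO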
Redox H2O2 prof: compounds producing H2O2 with reducing agent – biochemical, NIH compound library profiling, artefact control for MLSCN library redox annotation, primary screen; DTT-dependent redox cycling H2O2, phenol red/HRP absorbance; 100% = 100 µM peroxide control, 0% = buffer; activation, % at 10 µM; hit rate 0.03% among 200,000; AID 878;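 active = activation of at least 50% relative to the plate's high and low controls in the primary single-dose screen; inactive = activation below 50%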;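 note: compound incubated with DTT at 0.8 mM final as the reducing agent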
APP 5'UTR act: activates APP 5'UTR luciferase reporter; SH-SY5Y APP 5'UTR luciferase reporter, luminescence; zero percent = DMSO vehicle wells; activation, % at 2 µM; hit rate 1% among 190,000;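 active = activation above a set limit, based on mean plus 3 SD of controls, cut at about 140% in these data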; note: values of inactives mirror those of a sister screen read the other way
Starred values were filed as active, the others as inactive; · = not tested or not shown.

SMILES | STAT1 activator | APP transl inh | FLuc stim CS | HMGR II inh | G6PDH counter | FLuc inh counter | NF-kB expr up | Hsp70 activator | Redox H2O2 prof | APP 5'UTR act
COc1cccc(OCc2nnc(SCC(=O)OCc3ccccc3)o2)c1 | 100 | -28 | 1 | -2 | -4 | -2 | 1.2 | -0.2 | 0.7 | 28
Cc1cccc(NC(=O)Cn2nnc(C(=O)NCc3cccs3)c2N)c1C | 92 | -10 | 1.1 | 6 | 1 | -6 | 1.1 | -0.1 | 3.4 | 10
CN(C)c1cccc(NC(=O)C2(C)CC2(Cl)Cl)c1 (configuration not stated) | 101 | -4 | 1 | -5 | -7 | -2 | 0.88 | -0.2 | 0.1 | 4
Cc1nn(CC(=O)Nc2ccc(Cl)cn2)c(C)c1Br | 100 | -9 | 1.1 | -2 | 0 | -10 | 1.6 | 0.1 | -0.3 | 9
COc1ccc(S(=O)(=O)N(C)CC(=O)O)c2ccccc12 | 104 | -19 | 1.1 | 1 | 0 | -5 | 1.1 | -0.4 | 0.2 | 19
C=C(C)COc1ccc(-c2nc(N)nc(C)c2-c2ccc(OC)cc2)c(O)c1 | 98 | 23 | 1.1 | -3 | 0 | -6 | 1.2 | -0.5 | 0.9 | -23
O=C(Nc1ccc(-c2nnc(-c3ccccc3)o2)cc1)C(F)(F)F | 114 | -21 | 1 | 2 | 0 | -1 | 1.9 | -0.3 | -0.8 | 21
COc1cccc2cc(C(=O)n3ccc(C)n3)c(=O)oc12 | 108 | -2 | 1.1 | 1 | 13 | -5 | 1.1 | 0.4 | 1.4 | 2
COc1ccc(CCN(Cc2ccccn2)C(=S)Nc2ccccc2C)cc1OC | 98 | -6 | 1 | 3 | 10 | -3 | 1.1 | -0.3 | -2.9 | 6
CC(C)CN1CCN(Cc2cnc(N3CCOCC3)s2)CC1CCO (configuration not stated) | 97 | -6 | 1.1 | -3 | 9 | -8 | 1.1 | 0.1 | -0.4 | 5
Cc1[nH]n(-c2cccc3ccccc23)c(=O)c1/C=N/NC(=O)c1cccc([N+](=O)[O-])c1 | 106 | 4 | 1.1 | -3 | 0 | -6 | 0.87 | -0.3 | 0.2 | -4
S=c1[nH]c(-c2ccc(Cl)cc2)cs1 | 109 | -26 | 1 | 6 | -9 | -4 | 1.4 | -0.1 | 0.4 | 26
CC(C)COC(=O)C1C2C=CC3(CN(C4CCCC4)C(=O)C13)O2 (configuration not stated) | 107 | -13 | 1.1 | 0 | -2 | -7 | 1 | -0.5 | -1.3 | 13
Nc1ccc(-c2nc3ccc(N)cc3o2)cc1 | 125 | -16 | 0.1 | 0 | 3 | 87* | 2.4 | -0.4 | -1.1 | 16
COc1ccc(Br)cc1/C=C/C(=O)c1ccc(NC(C)=O)cc1 | 72 | 38 | 1 | 5 | -33 | -4 | 1.7 | 1.2 | 1.2 | -38
c1ccc(CNc2ncnc3c2oc2ccccc23)nc1 | 132* | -55 | 1 | -3 | 7 | -5 | 1.3 | -0.3 | 19 | 55
CC(C)c1ccc(NC(=S)NC2CCCCCC2)cc1 | 140* | -40 | 1 | -2 | -5 | -1 | 1.1 | 0.3 | 0.0 | 40
O=c1[nH]c(C2C3CC4CC(C3)CC2C4)nc2ccccc12 (configuration not stated) | 102 | 4 | 1 | 1 | 4 | 1 | 1 | -0.3 | 0.1 | -4
Cc1cc(Br)ccc1OCC(=O)NNC(=O)C(=O)Nc1ccccc1 | 118 | -19 | 1 | 4 | 14 | 0 | 1.1 | -0.5 | 0.3 | 19
O=C(O)CCCCCNS(=O)(=O)c1cccc2c1C(=O)c1ccccc1C2=O | 93 | 3 | 1 | -10 | 19 | 0 | 0.81 | -0.4 | -0.1 | -3
CCOc1cc(CNc2ccc(N3CCOCC3)cc2)cc(Br)c1OCC | 92 | -22 | 1.1 | -7 | 3 | -9 | 1.2 | -0.5 | -0.5 | 22
Cc1ccc2nsnc2c1S(=O)(=O)N(Cc1cc2cccc(C)c2[nH]c1=O)CC1CCCO1 (configuration not stated) | 108 | 14 | 1 | 1 | -10 | -3 | 0.62 | 0.0 | 0.5 | -14
NS(=O)(=O)c1ccc(CCNC(=O)Cc2c[nH]c3ccccc23)cc1 | 102 | -14 | 1 | -2 | 0 | -5 | 1.1 | -0.2 | -0.3 | 14
CCn1c(-c2cc(Br)ccc2O)n[nH]c1=S | 108 | 9 | · | · | · | · | · | 0.0 | 0.2 | -9
CC(C)(C)CC(C)(C)NCC(=O)Nc1c2c(nc3ccccc13)CCC2 | 91 | 0 | 1 | 2 | 8 | -2 | 0.75 | -0.1 | -0.2 | 0
S=c1[nH]nc(-c2ccco2)n1/N=C/c1ccc(Cl)c(Cl)c1 | 108 | -11 | 1.1 | -14 | -28 | -6 | 1.3 | -0.2 | 0.1 | 11
CC(=O)N[C@@H](C)C(=O)OC(C)C(=O)Nc1cccc([N+](=O)[O-])c1 (some centres not stated) | 91 | 9 | 1 | -4 | 2 | 2 | 1.5 | -0.4 | -0.1 | -9
CCOC(=O)Cc1csc(NC(=O)c2ccc(S(=O)(=O)N3CCCC3)cc2)n1 | 96 | 0 | 1 | -8 | -2 | -1 | 0.8 | -0.5 | 0.7 | 0
CCc1ccccc1NC(=O)CN(C)C(=O)CSc1nc2cc(Cl)ccc2s1 | 102 | -10 | 1.1 | 0 | 15 | -6 | 1.1 | -0.2 | 0.2 | 10
CCCc1nnc2n1N=C(c1ccc(-c3cc(Cl)ccc3Cl)o1)CS2 | 98 | 2 | 1 | -6 | 4 | 0 | 1.1 | -0.2 | 1.2 | -2
O=C(NCc1ccncc1)c1cc(C(=O)C2CCCCC2)c[nH]1 | 84 | -12 | 1 | 3 | 3 | -2 | 1.2 | 0.1 | -1.8 | 12
CCO[C@H]1OC(C(=O)Nc2ccccc2)=C[C@@H](c2ccc(Br)cc2)[C@@H]1CCCO | 104 | 22 | 1 | -4 | 5 | -4 | 0.74 | -0.3 | -0.7 | -22
COC(=O)c1sccc1NC(=O)Nc1cc(C)ccc1C | 90 | -3 | 1 | -1 | -2 | 0 | · | 0.1 | -1.0 | 3
O=C(NCCCN1CCOCC1)c1c(F)cccc1F | 97 | -5 | 1.2 | 1 | 7 | -16 | 0.91 | 0.0 | 0.6 | 5
COc1ccc(OC)c(NC(=O)CSc2nnc(N)s2)c1 | 109 | -16 | 1 | 0 | 14 | 4 | 1.1 | -0.2 | -0.1 | 16
O=C(Nc1cc(N2CCCCC2)ncn1)c1ccccc1 | 115 | -5 | 1 | -2 | 5 | 4 | 1.6 | -0.4 | -0.5 | 5
COc1ccc(N2CC(C(=O)NCCc3ccc(OC)c(OC)c3)CC2=O)cc1 (configuration not stated) | 99 | -10 | 1.1 | -15 | 19 | -7 | 1.2 | -0.3 | -0.9 | 10
Cn1c(N)c(C(=O)Nc2ccc3ccccc3c2)sc1=S | 172* | -143 | 1 | -2 | 5 | -4 | 1.5 | 0.9 | -3.2 | 143*
CC(=O)N1CCN(c2ccc(NC(=S)NC(=O)c3ccccc3)cc2)CC1 | 98 | -3 | 1 | 0 | -4 | -4 | 1 | 0.0 | -0.1 | 3
O=C1CCN(C(=O)c2ccc(Cl)cc2)N1 | 106 | 5 | 1 | -1 | 12 | 0 | 1.2 | 0.6 | -0.4 | -5
CN(C)S(=O)(=O)N1CCN(C(=O)c2ccccc2)CC1 | 99 | 0 | 1.1 | 2 | -2 | -10 | 1 | -0.7 | 0.1 | 0
CC(/C=N/NC(=O)c1cc(-c2ccncc2)nc2ccccc12)=C\c1ccco1 | 113 | 88* | 1 | -1 | -38 | -2 | 2.1 | 0.4 | 0.6 | -88
CO/N=C/C(C#N)=C/c1ccc(OC)cc1 | 113 | -23 | 0.9 | -3 | 4 | 15 | 1.5 | 0.4 | -1.6 | 23
CCC(C)NCCOc1cc(C)cc(C)c1C (configuration not stated) | 82 | -4 | 1.1 | -4 | 9 | -8 | 0.98 | -0.3 | -0.3 | 5
CCc1cc(Br)ccc1NC(=O)C1CCCO1 (configuration not stated) | 100 | 0 | 1.1 | 1 | 4 | -9 | 1.1 | 0.0 | 0.5 | 0
O=C(CN(C(=O)CSc1nnc(COc2ccccc2)o1)c1ccc(F)cc1)NC1CCCCC1 | 101 | 19 | 1.1 | -7 | -12 | -9 | 0.71 | -0.1 | 0.5 | -19
Cc1ccc(NC(=O)C2CCCN(C(=O)c3ccc(Cl)cc3)C2)cc1S(=O)(=O)N1CCOCC1 (configuration not stated) | 93 | -13 | 1 | -9 | 7 | -5 | 1 | -0.2 | -0.7 | 13
NC(N)=NC(N)=Nc1ccc(SC(F)(F)F)cc1 | 75 | 16 | 1 | -4 | -1 | -2 | 1.1 | -0.4 | -0.5 | -16
CCOc1ccc(-c2nnc(-c3ccccc3)n2-c2ccccc2)cc1 | 105 | -15 | 1 | -3 | 23 | -3 | 1.4 | -0.4 | -7.9 | 15
Cc1ccc(S(=O)(=O)N2CCN(S(=O)(=O)c3ccc4c(c3)OCCO4)CC2)cc1 | 89 | -4 | 1 | -4 | 13 | -2 | 1.1 | -0.1 | 0.5 | 4
O=C(NCc1ccccc1)NC1(C(=O)Nc2ccc3c(c2)OCCO3)CCCCC1 | 99 | -14 | 1.1 | 1 | 13 | -6 | 1.1 | -0.4 | 2.2 | 14
CCOC(=O)CC(=O)CSc1ncnc2c1cnn2-c1ccccc1 | 143* | -46 | 1 | -8 | 1 | -3 | 3.8* | 0.1 | 0.8 | 45
O=C(Nc1ccccc1F)NC1CC1 | 100 | -5 | 1 | 2 | 8 | 1 | 1 | 0.6 | -2.1 | 5
CCc1nc(NCC2CCCO2)c2oc3ccccc3c2n1 (configuration not stated) | 102 | · | 1 | -7 | -3 | -4 | 0.95 | 0.3 | 3.9 | ·
O=C(COC(=O)c1cnc(Cl)c(Cl)c1)Nc1ccc(S(=O)(=O)N2CCCC2)cc1 | 94 | 12 | 1 | 2 | -3 | -4 | 1.4 | -0.3 | -0.9 | -12
CC(=O)NN1C(=O)/C(=C\c2ccc(Br)o2)SC1=S | 95 | 5 | 1 | 6 | -1 | 4 | 0.94 | -0.2 | 0.6 | -5
CCN(CC)CCn1c(=N)n(CCO)c2ccccc21 | 110 | -9 | 1.1 | 1 | 1 | -7 | 1.2 | -0.1 | 3.2 | 9
CCN(CC)CCCNC(=O)Cn1nc([N+](=O)[O-])c(Cl)c1C | 100 | 6 | 1.1 | 0 | 11 | -6 | 1.1 | -0.1 | -0.1 | -6
CC(C)CC(OC(=O)c1cccs1)C(=O)NCC1CCCO1 (configuration not stated) | 93 | -8 | 1.1 | 5 | 2 | -5 | 0.96 | -0.1 | 0.3 | 8

An excerpt from above in order of the Redox H2O2 prof value, highest first:
| structure | Redox H2O2 prof |
| --- | --- |
| O=C(CN(C(=O)CSc1nnc(COc2ccccc2)o1)c1ccc(F)cc1)NC1CCCCC1 | 0.5 |
| NC(N)=NC(N)=Nc1ccc(SC(F)(F)F)cc1 | -0.5 |
| O=C(Nc1ccccc1F)NC1CC1 | -2.1 |

Source: PubChem (several laboratories)
